Screening data (PubChem BioAssay)
KCNQ1 act = potentiators or activators of human KCNQ1 potassium channel. CHO-K1 KCNQ1, thallium flux FluxOR fluorescence; hits give high values. actives 0.35% (n = 310,000). P51787. B-score at 10 µM. AID 2648;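 active means fluorescence ratio B-score, a plate-corrected score, at least three library SD, with initial intensity B-score within 5 SD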
Target sequence (P51787 whole entry, looked up): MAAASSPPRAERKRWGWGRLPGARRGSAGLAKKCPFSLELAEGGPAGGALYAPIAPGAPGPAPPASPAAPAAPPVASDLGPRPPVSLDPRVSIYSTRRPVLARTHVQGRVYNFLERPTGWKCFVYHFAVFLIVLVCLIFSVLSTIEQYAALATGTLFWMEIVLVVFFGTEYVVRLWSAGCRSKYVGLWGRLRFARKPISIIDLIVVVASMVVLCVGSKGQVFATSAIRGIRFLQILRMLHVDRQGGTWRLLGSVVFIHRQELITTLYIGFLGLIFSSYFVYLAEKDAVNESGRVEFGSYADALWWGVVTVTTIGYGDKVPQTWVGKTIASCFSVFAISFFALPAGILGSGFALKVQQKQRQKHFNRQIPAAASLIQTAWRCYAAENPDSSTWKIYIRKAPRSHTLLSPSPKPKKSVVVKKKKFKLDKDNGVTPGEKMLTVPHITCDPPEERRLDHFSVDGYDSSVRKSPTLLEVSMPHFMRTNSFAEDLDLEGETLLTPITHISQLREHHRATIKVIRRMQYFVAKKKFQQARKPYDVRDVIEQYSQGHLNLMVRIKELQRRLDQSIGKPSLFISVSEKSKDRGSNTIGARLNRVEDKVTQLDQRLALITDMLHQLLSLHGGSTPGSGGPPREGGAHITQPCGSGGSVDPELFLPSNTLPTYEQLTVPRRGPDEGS
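Medium – assay buffer, equal DMSO in all wells · Material – CHO-K1 cell line with stable KCNQ1 potassium channel expression · Signal – kinetic FluxOR thallium fluorescence, 10-s 1-Hz baseline, 110-s post-stimulus read · Compound – single concentration per compound, DMSO matched to controls · Schedule – 37 °C overnight plating, 90-min dark dye load, 20-min compound pretreatment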
KCNK3 block = human KCNK3 channel inhibition, primary screen | O14649 | CHO-KCNK3 thallium flux, FluxOR fluorescence; hits give low values | B-score at 10 µM | actives 0.84% (n = 340,000);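 active means B-score under library mean minus 4 SD, starting fluorescence ratio at most library mean plus 5 SD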;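 further: more negative B-score means stronger inhibition of thallium flux through KCNK3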
KCNQ1 block = human KCNQ1 channel inhibition | B-score at 10 µM | AID 2642 | CHO-K1 KCNQ1, FluxOR thallium flux fluorescence; hits give high values | actives 1.3% (n = 310,000);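 active means compounds whose thallium flux B-score, printed positive for inhibition, exceeds three library SD while starting fluorescence stays within three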;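 further: channel opened by potassium depolarization with thallium stimulus after 20 min compound exposure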
hERG rescue = shields human hERG channel from block by proarrhythmic agents. Q12809. CHO-hERG, FluxOR thallium flux, dofetilide IC70 present. activation (rescue from dofetilide block), less the hit threshold, % at 10 µM. actives 0.51% (n = 310,000);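 active means activation above the mean of controls blocked by dofetilide plus 5 SD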;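 further: thallium influx through hERG after potassium depolarization seen as dye fluorescence rise; in these data hits start at about 4.7%; inactives centre near -7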
KCNK9 block = inhibitors of human KCNK9 two-pore domain potassium channel; Q9NPC2; HEK293 KCNK9, FluxOR thallium flux fluorescence; hits give low values; B-score at 10 µM; actives 1.2% (n = 310,000); AID 488922;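 active means ratio B-score over 3 SD below the library mean, with starting fluorescence within 5 SD of its mean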;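 further: negative B-score means less thallium flux so channel inhibition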
HDAC3 inhib = inhibitors of human histone deacetylase 3; actives 0.15% (n = 320,000); recombinant HDAC3, fluorogenic peptide/trypsin coupled, fluorescence; inhibition, % at 8.3 µM; O15379; AID 2718; in the data active means inhibition above about 26%, passing the limit was not always enough; inconclusive means no clear call, values can overlap the other calls
Target sequence (O15379 whole entry, looked up): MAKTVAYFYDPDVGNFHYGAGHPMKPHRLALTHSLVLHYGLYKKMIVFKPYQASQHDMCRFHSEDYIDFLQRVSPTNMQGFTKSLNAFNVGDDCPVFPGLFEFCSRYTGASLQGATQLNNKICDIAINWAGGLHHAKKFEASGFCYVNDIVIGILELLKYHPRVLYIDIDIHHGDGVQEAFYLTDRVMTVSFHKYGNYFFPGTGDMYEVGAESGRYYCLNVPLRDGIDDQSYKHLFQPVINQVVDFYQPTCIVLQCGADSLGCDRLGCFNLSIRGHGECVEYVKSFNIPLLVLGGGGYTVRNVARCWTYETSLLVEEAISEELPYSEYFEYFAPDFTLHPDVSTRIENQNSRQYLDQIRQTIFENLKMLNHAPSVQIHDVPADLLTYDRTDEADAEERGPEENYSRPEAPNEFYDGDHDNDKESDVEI
TRPC4 act = TRPC4 (mouse) channel activation | Q9QUQ5 | HEK293 TRPC4beta/mu-opioid, Fluo4 calcium fluorescence; hits give high values | B-score at 10 µM | actives 0.49% (n = 310,000) | AID 2237;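 active means B-score above 5 SD of library B-scores, and initial fluorescence ratio not above library mean plus 5 SD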;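 further: positive B-score marks a calcium rise read as TRPC4 activation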
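Assay system: HEK293 cells stably co-expressing mouse TRPC4beta and mu-opioid receptor / Timing: Fluo4 dye loading 45 min at room temperature, 110 s recording / Signal: Fluo4 calcium-sensitive dye fluorescence, kinetic, 1 Hz baseline / Read-out: integrated baseline-normalised fluorescence ratio, converted to per-well B score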
TRPC4 potent = TRPC4 (mouse) allosteric potentiation | HEK293 TRPC4beta/mu-opioid, DAMGO EC20, Fluo-4 Ca2+ flux; hits give high values | B-score at 10 µM | actives 0.42% (n = 310,000) | AID 2227;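 active means B-score of calcium response area above 5 SD of library B-scores, with initial fluorescence ratio within 5 SD of library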;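 further: B-score of integrated fluorescence ratio over time as area under calcium response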
DYRK1A inh = inhibitors of rat Dyrk1A kinase | ADP-Glo luminescence, NFATc1 peptide | inhibition, % at 12.5 µM | actives 0.43% (n = 310,000) | AID 504441; in the data active means inhibition above about 50%;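 further: plate controls were vehicle with enzyme for no effect and no enzyme for full effect; many of its hits are not listed in these tables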
TMEM16A act = mouse TMEM16A channel activation, primary screen. Q8BHY3. HEK293 TMEM16A/YFP-H148Q/I152L, iodide quench fluorescence; hits give low values. B-score at 10 µM. actives 0.3% (n = 340,000). AID 623877;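 active means fluorescence-ratio B-score plate-corrected deviation score at least 3 library SD below zero, with starting fluorescence score within 5 deviations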;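 further: channel opened by trigger with iodide after compound preincubation; score built on the fluorescence ratio of max minus min over baseline; more negative score means more quench and so TMEM16A activation or potentiation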
TMEM16A inh = inhibitors of mouse TMEM16A calcium-activated chloride channel; actives 1.2% (n = 310,000); Q8BHY3; HEK293 TMEM16A/YFP iodide influx fluorescence, ionomycin; normalized B-score (activity score, 25-100; higher = stronger inhibition) at 10 µM; AID 588511;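 active means ratio plate-corrected score three or more library SD toward inhibition, starting fluorescence score within five deviations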;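 further: score derived from kinetic fluorescence span divided by baseline fluorescence per well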
Active calls of the source: *; i = inactive; ? = inconclusive; / = no result given. A portion of the library, so the mix of outcomes need not match the whole.

SMILES	KCNQ1 act	KCNK3 block	KCNQ1 block	hERG rescue	KCNK9 block	HDAC3 inhib	TRPC4 act	TRPC4 potent	DYRK1A inh	TMEM16A act	TMEM16A inh
O=C(Nc1ccc(NC(=S)NC(=O)c2cccs2)cc1)c1ccccc1	i	i	i	-3	i	1	i	i	-12	i	i
Cc1cccc(OCCNc2cc(N3CCOCC3)ccc2[N+](=O)[O-])c1	i	i	i	-5	i	5	i	i	-6	i	i
Cn1c(SCC(=O)Nc2cccc(F)c2)nnc1-c1cccnc1	i	i	i	-7	i	-4	i	i	1	i	i
Cc1ccc(-c2nn3c(=O)c(C)nnc3s2)cc1	i	i	i	-2	i	10	i	i	-1	i	i
COCCNC(=O)CCn1c(=O)oc2ccccc21	i	i	i	-14	i	-4	i	i	-1	i	i
Cc1ccc(S(=O)(=O)NCC(=O)N(CC(=O)NCC2CCCO2)c2ccc(Cl)cc2)cc1 (stereo not given)	i	i	i	-6	i	-4	i	i	-9	i	i
CCCOc1ccc(CCC(=O)N/N=C/c2ccncc2)cc1	i	i	i	-10	i	1	i	i	5	i	i
CC(C)N(C(C)C)S(=O)(=O)c1ccc(Cl)nc1	i	i	i	-12	i	3	i	i	-9	i	i
O=C(c1ccc(Br)o1)N1CCc2ccccc21	i	/	i	-11	i	1	i	i	/	/	i
O=C(c1ccc2c(=O)n(-c3ccccc3)c(=O)[nH]c2c1)N1CCCCC1	i	i	i	-7	i	-5	i	i	-2	i	i
O=C(Nc1nc(=O)n(C(=O)C2CC2)s1)c1ccccc1	i	i	i	-13	i	-2	i	i	-4	i	i
O=C(CN1CCN(Cc2ccccc2Cl)CC1)N/N=C/C=C\c1ccccc1[N+](=O)[O-]	i	i	i	-9	i	3	i	i	-73	i	i
CSc1ccc(C(=O)C2CCCN(C(=O)CCCn3cncn3)C2)cc1 (stereo not given)	i	i	i	-5	i	10	i	i	2	i	i
NCc1ccccc1COc1ccccc1	i	i	i	-12	i	2	i	i	-2	i	i
Oc1ccccc1C=NCCCCCCN=Cc1ccccc1O	i	i	i	-12	i	-3	i	i	-4	i	i
COc1ccc(S(=O)(=O)NCC(=O)N(CC(=O)NCC2CCCO2)c2cc(C)ccc2C)cc1 (stereo not given)	i	i	i	-2	i	-12	i	i	4	i	i
S=c1[nH]nc(-c2ccccn2)n1/N=C/c1cccc(Cl)c1	i	i	i	-20	i	16	i	i	-2	i	i
COc1ccccc1N1CCN(CC(=O)Nc2sccc2C#N)CC1	i	i	i	-9	i	3	i	i	-7	i	i
Cc1cccnc1NC(=O)c1ccc(S(=O)(=O)N2CCC(C)CC2)cc1	i	i	i	-6	i	4	i	i	12	i	i
CN(CC(=O)NCc1ccco1)S(=O)(=O)c1ccc2c(c1)c(=O)n(C)c(=O)n2C	i	i	i	-16	i	0	i	i	3	i	i
CC(=O)Nc1ccc(NC(=O)c2ccco2)cc1	i	i	i	-10	i	3	i	i	-12	i	i
Cc1ccc(C(C[N+](=O)[O-])c2c(N)n(C)c(=O)n(C)c2=O)cc1 (stereo not given)	i	i	i	-6	i	-1	i	i	/	i	i
Cc1c(Br)c(C(F)(F)F)nn1CC(=O)NCCCn1ccnc1	i	i	i	-8	i	0	i	i	/	i	i
COc1cccc(CNCCSc2nnnn2C)c1	i	i	i	-9	i	1	i	i	0	i	i

Complete entries as entered above. Order of screens: KCNQ1 act	KCNK3 block	KCNQ1 block	hERG rescue	KCNK9 block	HDAC3 inhib	TRPC4 act	TRPC4 potent	DYRK1A inh	TMEM16A act	TMEM16A inh
COc1ccc(S(=O)(=O)NCC(=O)N(CC(=O)NCC2CCCO2)c2cc(C)ccc2C)cc1 (stereo not given) across the screens: i	i	i	-2	i	-12	i	i	4	i	i
COc1cccc(CNCCSc2nnnn2C)c1 across the screens: i	i	i	-9	i	1	i	i	0	i	i
Cc1ccc(C(C[N+](=O)[O-])c2c(N)n(C)c(=O)n(C)c2=O)cc1 (stereo not given) across the screens: i	i	i	-6	i	-1	i	i	/	i	i

(more compounds)
SMILES	KCNQ1 act	KCNK3 block	KCNQ1 block	hERG rescue	KCNK9 block	HDAC3 inhib	TRPC4 act	TRPC4 potent	DYRK1A inh	TMEM16A act	TMEM16A inh
Cc1ccc(C(=O)NCCc2ccccc2)cc1	i	i	i	-6	i	2	i	i	3	i	i
O=C1CCC/C(=N\NC(=O)c2ccc(CSc3cccc4cccnc34)cc2)C1	i	i	i	-6	i	-9	i	i	1	i	i
C=CCc1ccccc1OCCOc1ccc([N+](=O)[O-])cc1/C=N/NC(N)=O	i	i	i	-9	i	-4	i	i	7	i	i
COc1ccc(N2CC(C)Cn3c2nc2c3c(=O)n(Cc3ccc(F)cc3)c(=O)n2C)c(OC)c1 (stereo not given)	i	i	i	-6	i	3	i	i	-13	i	i
N#C/C(=C\c1ccc(-c2ccccc2)cc1)c1nc(-c2ccco2)cs1	i	i	i	-1	i	7	i	i	-8	i	i
CC(=O)Nc1ccc(C(=O)CSc2nccc(=O)[nH]2)cc1	i	i	i	-6	i	62*	i	i	1	i	i
CN(Cc1ccc(F)cc1)C(=O)C(c1ccccc1)c1ccccc1	i	i	i	-10	i	2	i	i	-2	i	i
CC(=O)Nc1ccc(S(=O)(=O)N2CCN(c3cccc(C)c3C)CC2)cc1	i	i	i	-5	i	3	i	i	-6	i	i
Cc1ccc(C2/C(=C(/O)c3ccc(Br)cc3)C(=O)C(=O)N2Cc2ccco2)o1 (stereo not given)	i	i	i	-6	i	-3	i	i	1	i	i
COc1cc2c(c(OC)c1OC)-c1c(cc3c(c1OC)OCO3)C1OC2[C@@H](C)[C@H]1C (stereo not given in full)	i	i	i	-7	i	?	i	i	-11	i	i
Cc1cc(C(=O)OCC(=O)N2CCN(c3ccccc3)CC2)c2ccccc2n1	i	i	i	-13	i	9	i	i	3	i	i
CC1=Nc2cc(C(=O)NCCCOC(C)C)ccc2Sc2ccccc21	i	i	i	-12	i	/	i	i	4	i	i
COc1ccc(/C=C(\C)C(=O)c2c(C)cc(C)[nH]c2=O)cc1	i	i	i	-4	i	6	i	i	-7	i	i
COc1ccc(N(CCC#N)S(=O)(=O)c2cccc3nsnc23)cc1	i	i	i	-2	i	1	i	i	1	i	i
Cc1cccc2sc(NC(=O)CNS(=O)(=O)c3ccc(Br)s3)nc12	/	i	/	/	/	-3	/	/	0	i	i
CCC(=Nc1ccc(N)cc1)C1=C(O)C(C(=O)OC)C(C)(C)CC1=O (stereo not given)	i	i	i	-11	i	/	i	i	0	i	i
O=C(OCCN1CCOCC1)c1ccc2c(c1)OCCO2	i	i	i	-3	i	5	i	i	-5	i	i
O=C(COC(=O)C1(c2ccc(F)cc2)CCCC1)NCc1ccc2c(c1)OCO2	i	i	i	-4	i	3	i	i	4	i	i
CCOC(=O)C1C(=O)NC(N2CCc3ccccc32)=NC1c1ccccc1 (stereo not given)	i	i	i	-3	i	3	i	i	-1	i	i
CCN1C(=O)/C(=C2\SC(=S)N(c3c(C)n(C)n(-c4ccccc4)c3=O)C2=O)c2ccccc21	i	i	i	-3	i	1	i	i	1	i	i
CCOC(=O)c1cc2c(=O)n3ccccc3nc2n(Cc2ccco2)c1=NC(=O)c1ccccc1OC	i	i	i	-29	i	-63	i	i	0	i	i
CCN1CCN(CC2COc3ccccc3O2)CC1 (stereo not given)	i	i	i	-3	i	-2	i	i	-3	i	i
Nc1cc(=O)[nH]c(SCC(=O)N2CCCc3ccccc32)n1	i	i	i	-16	i	2	i	i	2	i	i
CC1(C)CC(=O)C(C=NCc2ccc3c(c2)OCO3)=C(O)C1	i	i	i	-13	i	7	i	i	-7	i	i
COc1ccccc1CN(CC(=O)NCc1ccc2c(c1)OCO2)C(=O)c1csnn1	i	i	i	-13	i	3	i	i	-3	i	i
CC(Sc1nc2ccccc2s1)C(=O)N(C)Cc1ccccc1 (stereo not given)	i	i	i	-7	i	-6	i	i	0	i	i
C/C=C/c1ccc(OCC(=O)Nc2ccc(OC)c(OC)c2)c(OC)c1	i	i	i	-1	i	3	i	i	/	i	i
Cc1ccc(C(C)C)cc1OCCCCN1CCCC1	i	i	i	-6	i	/	i	26*	-14	i	i
CCCCn1nnc(NC(=O)COc2ccc(Cl)c(C)c2)n1	i	i	i	-8	i	-2	i	i	3	i	i
Cn1ccnc1C1CCCCN1Cc1nc(-c2ccc(Cl)cc2)no1 (stereo not given)	i	i	i	-7	i	-5	i	i	/	i	i
CCCN1CCN(C(=O)CCNC(=O)Cn2cnc3ccccc3c2=O)CC1	i	i	i	-7	i	-1	i	i	-4	i	i
Cc1cc(NC(=O)/C(C#N)=C/c2ccc(-c3ccc(SC(F)F)cc3)o2)n(-c2ccccc2)n1	i	i	i	-2	i	-2	i	i	-2	i	i
O=C(NCCO)/C(=C\c1ccc2c(c1)OCO2)NC(=O)c1ccc(Br)cc1	i	i	i	-7	i	5	i	i	/	i	i
Cc1ccc(NC(=O)CN(C)S(=O)(=O)c2cnc[nH]2)c(C)c1	i	i	i	-3	i	8	i	i	0	i	i
COCCCNC(=O)c1cn(Cc2c(F)cccc2Cl)nn1	i	i	i	-2	i	-1	i	i	2	/	i
CCCNC(=O)c1ccccc1NC(=O)C1=CSCCO1	i	i	i	-7	i	-2	i	i	-5	i	i
CCOc1ccc(S(=O)(=O)n2ccc(C)n2)c2ccccc12	i	i	i	-6	i	-1	i	i	4	i	i
CCn1c(SCC(=O)Nc2nnc(C)s2)nc2c(c1=O)SC(C)C2 (stereo not given)	i	i	i	-9	i	/	i	i	3	i	i
Cn1cc([N+](=O)[O-])c(C(=O)N2CCCCCC2)n1	i	i	i	-8	i	10	i	i	-3	i	i
O=C(c1ccc(NS(=O)(=O)c2cccc(C(F)(F)F)c2)cc1)N1CCCC1	i	i	i	-4	i	2	i	i	10	i	i
COC(=O)c1ccc(C(=O)OC)c(NC(=O)CN(C)Cc2ccccc2)c1	i	i	i	-20	-11*	0	i	i	-1	i	i
CCn1c(SCC(=O)N/N=C(\C)c2ccncc2)nnc1-c1ccccc1	i	i	i	-7	i	5	i	i	1	i	i
N#C/C(=C\c1coc2ccccc2c1=O)C(N)=S	i	i	i	-16	i	15	i	i	6	i	i
O=C(NCCCCCCNC(=O)OC1CCS(=O)(=O)C1)OC1CCS(=O)(=O)C1 (stereo not given)	i	i	i	-5	i	-6	i	i	-8	i	i
